High-throughput results from PubChem.
Fam108B counter – Fam108B inhibition, counter-screen for RBBP9 inhibitors. recombinant Fam108B, FP-Rh probe fluorescence polarization. inhibition, % at 9.51 µM. 0.33% of 300,000 active. AID 1947;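 active = inhibition above the screen mean inhibition plus 3 SD, computed separately per campaign, cut at about 18% in these data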;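 note: inhibitors lower polarization as less probe binds the enzyme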
PAD4 FP inh – inhibitors of human PAD4; Q9UM07; recombinant PAD4, RCA probe fluorescence polarization; inhibition, % at 6.36 µM; 0.41% of 330,000 active; AID 485272;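 active = percent inhibition above a cutoff equal to the mean of all tested compounds plus 3 SD, cut at about 15% in these data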;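 note: 0% = PAD4 with RCA probe and DMSO and 100% = probe without PAD4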
GSTO1 inh – counter-screen for RBBP9 inhibitors: inhibitors of human GSTO1; P78417; recombinant GSTO1, activity-based probe fluorescence polarization; inhibition, % at 5.96 µM; 1.1% of 300,000 active;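 active = inhibition above the campaign mean inhibition plus 3 SD, cut at about 35% in these data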;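 note: 0% = GSTO1-1 with DMSO and 100% = wells lacking GSTO1-1 enzyme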
GLD-1 TGE inh – GLD-1-TGE RNA interaction inhibition (C. elegans). 0.44% of 320,000 active. purified GLD-1 + fluorescein TGE RNA, fluorescence polarization. Q17339. inhibition, % at 5.96 µM. AID 2280;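 active = percent inhibition above a per-plate cutoff, the plate mean of test compounds plus 3 SD, cut at about 30% in these data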;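 note: 0% = DMSO wells with GLD-1 and probe and 100% = wells lacking GLD-1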
BCLXL inh – Bcl-xL (human) inhibition. Q07817. 0.7% of 320,000 active. GST-Bcl-xL / FITC-Bim BH3 peptide fluorescence polarization. inhibition, % at 10.9 µM;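 active = inhibition above the mean of all tested compounds plus 3 SD, cutoff set per campaign, cut at about 30% in these data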;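 note: 0% = DMSO wells and 100% = unlabeled Bim-BH3 peptide competitor; inhibitors lower millipolarization by displacing the labeled peptide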
Target sequence (Q07817 whole entry, looked up): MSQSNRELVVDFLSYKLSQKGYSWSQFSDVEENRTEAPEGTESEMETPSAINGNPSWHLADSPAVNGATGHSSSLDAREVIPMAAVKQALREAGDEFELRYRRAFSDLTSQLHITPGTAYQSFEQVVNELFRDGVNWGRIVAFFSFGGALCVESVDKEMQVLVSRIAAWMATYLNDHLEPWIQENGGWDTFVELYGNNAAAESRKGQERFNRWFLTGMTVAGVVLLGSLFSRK
MCL1-BIM inh – MCL1-BIM-BH3 interaction inhibition (human) | GST-MCL1 / FITC-Bim-BH3 fluorescence polarization | 0.68% of 320,000 active | inhibition, % at 10.9 µM;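 active = inhibition above the mean inhibition of all tested compounds plus 3 SD, set per campaign, cut at about 40% in these data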;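 note: 0% = DMSO wells and 100% = unlabeled Bim-BH3 peptide control; higher means more loss of mP so more displacement of Bim peptide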
Target sequence (Q07820 whole entry, looked up): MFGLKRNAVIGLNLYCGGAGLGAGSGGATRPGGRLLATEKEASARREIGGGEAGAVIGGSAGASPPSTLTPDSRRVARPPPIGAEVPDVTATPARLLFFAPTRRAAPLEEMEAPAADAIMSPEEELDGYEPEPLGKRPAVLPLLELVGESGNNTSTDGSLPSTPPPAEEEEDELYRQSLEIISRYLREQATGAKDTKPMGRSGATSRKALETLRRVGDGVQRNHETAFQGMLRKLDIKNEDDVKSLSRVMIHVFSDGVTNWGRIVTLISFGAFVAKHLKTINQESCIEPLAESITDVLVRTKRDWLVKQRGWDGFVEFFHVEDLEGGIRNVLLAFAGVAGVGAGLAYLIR
PME-1 primary – PME-1 (human) inhibition | Q9Y570 | recombinant PME-1, FP-Rh probe fluorescence polarization | inhibition, % at 5.9 µM | 0.53% of 320,000 active;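 active = inhibition above the campaign mean of all compounds plus 3 SD, cut at about 26% in these data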;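 note: competitive labeling of PME-1 active site by serine hydrolase directed probe; 0% = PME-1 with DMSO and 100% = wells lacking PME-1 enzyme; inhibitors block probe labeling so polarization falls and inhibition rises; many of its hits are not listed in these tables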
Target sequence (Q9Y570 whole entry, looked up): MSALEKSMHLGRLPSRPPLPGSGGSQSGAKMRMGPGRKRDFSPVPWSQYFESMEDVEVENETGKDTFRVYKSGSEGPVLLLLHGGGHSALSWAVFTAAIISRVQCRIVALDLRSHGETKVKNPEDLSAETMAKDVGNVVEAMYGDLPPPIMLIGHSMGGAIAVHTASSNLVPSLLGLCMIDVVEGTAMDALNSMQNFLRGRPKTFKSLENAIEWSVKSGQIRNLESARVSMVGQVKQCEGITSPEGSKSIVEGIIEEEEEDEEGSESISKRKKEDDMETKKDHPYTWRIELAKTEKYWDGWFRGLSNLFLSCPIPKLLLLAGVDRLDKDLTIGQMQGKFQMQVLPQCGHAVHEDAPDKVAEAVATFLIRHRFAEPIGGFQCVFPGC
TPT1 inh – inhibitors of Candida albicans tRNA 2'-phosphotransferase TPT1 | recombinant caTPT1, FP RNA substrate dephosphorylation | inhibition, % at 5 µM | 0.81% of 300,000 active | AID 1962;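 active = inhibition above the mean of all tested compounds plus 3 SD, set per screening campaign, cut at about 24% in these data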;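 note: plate controls were DMSO alone for no effect and ferristatin control at 100 nM for full effect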
MEX-5 binding – C. elegans MEX-5 TCR-2 RNA binding activity; MEX-5/FITC-TCR2 RNA binding, fluorescence polarization; active compounds read low; activity score (negative = inhibition of binding), % at 10 µM; 0.38% of 300,000 active;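 active = inhibition past about -25% in most replicates, and total fluorescence under double the plate's negative control median, limit read from the data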;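 note: 0% = DMSO and -100% = 5 µM competing unlabeled TCR2 RNA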
An asterisk follows results filed as active; . = not tested or not shown.

nr	Compound	Fam108B counter	PAD4 FP inh	GSTO1 inh	GLD-1 TGE inh	BCLXL inh	MCL1-BIM inh	PME-1 primary	TPT1 inh	MEX-5 binding
1	CCOC(=O)CSCc1csc(CC(=O)Nc2ccccc2C)n1	-7	-7	4	-9	-5	-5	1	-1	1.8
2	Cc1ccc(OCC(O)Cn2c3ccccc3c3ccccc32)cc1 (stereo not drawn)	-7	4	1	0	5	0	-16	-1	0.2
3	CC1CCCC/C1=N\NC(=S)Nc1ccccc1 (stereo not drawn)	0	-2	-3	6	4	5	-2	-4	-0.4
4	COc1ccccc1C(=O)N1CCNC(=O)C1CC(=O)Nc1ccc(Cl)cc1 (stereo not drawn)	5	-6	4	7	3	0	-4	-3	1.1
5	COc1ccccc1C1NC(=O)CCC1[N+](=O)[O-] (stereo not drawn)	-9	-2	0	3	-1	-3	-8	-2	2.9
6	O=C(Nc1ccc(O)cc1C(=O)O)c1ccc2c(c1)C(=O)N(Cc1ccco1)C2=O	11	0	5	-2	15	11	-22	1	-3.6
7	COc1ccc(S(=O)(=O)NCCOc2ccccc2)cc1F	1	-6	8	-4	5	7	7	-5	1.5
8	O=C(Nc1cccc2ncccc12)c1ccc2c(c1)OCCO2	-7	-6	-5	-2	5	3	-2	-5	-1.6
9	CNc1ccncc1S(=O)(=O)NC	2	-2	-4	1	3	-4	1	1	-1.0
10	NC(=O)NC(=O)COC(=O)c1cccnc1Nc1ccccc1F	-2	3	1	14	12	9	-14	-5	3.0
11	Cc1onc(-c2ccccc2)c1C(=O)c1ccccc1	1	5	8	1	0	0	6	0	0.4
12	CCCNC(=O)Nc1cc(OCC)c(N2CCOCC2)cc1OCC	6	0	5	4	6	4	1	-7	1.1
13	COc1ccccc1-c1csc(NC(=O)c2cc(-c3cccs3)nc3ccccc23)n1	-19	-3	-9	-2	-6	0	-9	1	2.6
14	CC1(C)CC(=O)c2sc(N)nc2C1	3	6	0	2	2	4	-10	-1	0.5
15	Cc1ccc(S(=O)(=O)NCC(=O)NCC(=O)OCC(=O)N2CC(=O)Nc3ccccc32)cc1C	1	-4	10	5	4	2	-2	-1	-0.3
16	Cc1ccc(CN2CCC(n3nccc3NC(=O)CCOc3ccccc3)CC2)o1	-5	-2	2	10	4	2	-1	-1	-2.2
17	O=C(OC1C2CCC1C1CN(CCc3ccccc3)CC12)c1ccccc1 (stereo not drawn)	-4	-4	0	-7	-1	-7	-1	1	4.1
18	COc1ccc(N=Cc2c(C)[nH][nH]c2=O)cc1	1	-4	6	1	0	-1	-6	0	-5.2
19	O=C(NNC(=O)c1ccc(F)c(S(=O)(=O)N2CCOCC2)c1)c1ccc(Br)cc1	.	2	.	-1	3	0	1	.	.
20	Cc1ccc(C)c(C(=O)OCC(=O)Nc2cccc(S(=O)(=O)N3CCCCC3)c2)c1	.	-8	.	-1	1	2	-73	.	.
21	Cc1c(Cl)cccc1NC(=O)Nc1ccn(C)n1	-1	-1	12	-2	4	3	3	-1	1.1
22	CC1CCN(C(=O)c2[nH]cnc2C(=O)Nc2ccon2)CC1	.	2	.	2	-1	-6	2	.	.
23	CC(C)(C)c1ccc(S(=O)(=O)N2CCN(C(=O)C3=COCCO3)CC2)cc1	.	5	.	7	1	-4	5	.	.
24	O=C(NC1CCCc2c1cnn2-c1cc(F)cc(F)c1)c1cc[n+]([O-])cc1 (stereo not drawn)	1	-3	1	-3	-1	-8	-4	1	0.2
25	COc1ccc(CCNC(=O)Cc2cc(OC)c(OC)cc2[N+](=O)[O-])cc1OC	-6	-2	1	-10	2	-1	-2	0	-2.6
26	CCOc1cc(Cl)c(CNCCCN2CCOCC2)cc1OC	-4	-2	4	1	2	3	-1	2	3.5
27	Cc1ccc(S(=O)(=O)N2CCN(S(=O)(=O)c3ccc(C)cc3)C2c2ccccc2)cc1	1	1	-1	4	4	-6	-3	0	-2.0
28	CSc1ccccc1C(=O)NCCSC(C)(C)C	1	2	6	4	-5	3	1	-2	-1.5
29	COc1ccc(NC(=O)Cn2nnc(C(=O)NCc3ccc(C)cc3)c2N)cc1OC	6	-6	-2	-3	3	-6	3	0	2.5
30	CN1CCC(N(C)C(=O)CNC(=O)c2ccc(C(C)(C)C)cc2)CC1	-4	2	-15	5	3	6	0	-2	0.7
31	Cc1nn(C(C)C(=O)NCCc2cccs2)c(=O)c2nn(-c3ccccc3)c(C)c12 (stereo not drawn)	2	-5	5	0	3	0	10	-4	-1.6
32	O=C(CSc1cccc2cccc(Cl)c12)NC1=NCCS1	-3	-4	-6	-1	4	6	-6	3	-1.2
33	N=c1n(Cc2ccc(Cl)cc2)c2ccccc2n1CC(O)c1ccco1 (stereo not drawn)	-5	-1	-3	-5	1	1	2	1	.
34	COc1ccc(C(C(=O)NC2CCCCC2)N(C(=O)Cc2c[nH]c3ccccc23)c2ccccc2)cc1OC (stereo not drawn)	1	3	-4	0	2	-10	-1	5	-2.9
35	CC(C)CC(=O)Nc1cccc(NC(=O)c2ccccc2Cl)c1	6	5	3	1	4	4	-6	-2	2.6
36	COCCn1cnc2c1c(=O)n(CC(=O)NN)c(=O)n2Cc1ccccc1	1	-2	-6	-6	-1	-7	-8	-3	1.2
37	CC(=O)N1CCN(S(=O)(=O)c2cccc(C(=O)NC3CC3)c2)CC1	.	-1	.	0	0	-10	-2	.	.
38	O=C(CCc1ccccc1)N1CCN(c2ccccc2F)CC1	1	2	5	6	2	3	0	-4	-3.0
39	O=C(COc1ccccc1)Nc1ccc(S(=O)(=O)Nc2ccccn2)cc1	7	8	-3	0	5	7	0	-6	1.0
40	Cc1cccc(N(C(=O)CNC(=O)c2ccco2)C(C(=O)NC2CCCC2)c2ccncc2)c1 (stereo not drawn)	0	-1	-1	4	6	3	2	-5	0.8
41	CCC1Sc2ccccc2N(CC(=O)NC2CC2)C1=O (stereo not drawn)	-2	-3	10	2	-1	1	2	1	0.8
42	CCCCN1C(=O)C(O)(CC(=O)c2ccco2)c2cc(Br)ccc21 (stereo not drawn)	-1	0	1	6	5	-2	-4	-1	-3.0
43	Cn1c(-c2ccccc2F)cc2onc(-c3ccccc3)c2c1=O	8	1	3	8	6	13	-2	1	.
44	CC(c1ccccc1)N1C(=O)c2ccccc2C1O (stereo not drawn)	-4	0	7	-5	1	0	-2	3	-1.1
45	Cc1ccnc(NC(=O)CN2C(=O)c3ccccc3C2=O)c1	0	-1	-1	6	-1	-8	2	-1	1.8
46	COc1cccc(Nc2cc(C)c3ccccc3n2)c1	1	-1	-3	0	5	12	10	-5	-1.6
47	CCOC(=O)c1ccccc1NC(=O)COC(=O)C1=COCCO1	-7	-4	-3	1	3	7	4	2	0.1
48	Nc1c(C(=O)N2CCOCC2)sc2nc(N3CCOCC3)c3c(c12)CCCC3	1	1	6	3	4	0	3	1	1.5
49	C=CC[n+]1c(-c2ccc(Cl)cc2Cl)csc1Nc1ccc(NC(C)=O)cc1	1	-5	3	0	5	3	7	-1	0.1
50	COc1ccc(CNC(=O)CS(=O)(=O)Cc2nc(-c3cccc(OC)c3)oc2C)cc1	-4	1	-1	1	6	4	3	-1	0.9
51	CC(C)c1cc(=O)n2[nH]c(N)nc2n1	-2	3	-12	5	-1	1	-3	8	-3.4
52	CC(=O)c1ccc(N2Cc3ccccc3/C2=N\C(=O)Nc2ccc(Cl)cc2)cc1	-46	-3	-1	3	-4	-4	-34	4	-1.6
53	Cc1c(CNC2CCCC2)c(C(=O)O)c(C)n1Cc1ccccc1	0	-2	1	2	5	9	4	-1	.
54	CCOC(=O)c1sc(NC(=O)CCN2CCN(CC)CC2)c(C(=O)OCC)c1C	1	2	-1	5	1	7	2	-3	1.1
55	CN(CC(=O)Nc1ccccc1Cl)C(=O)COC(=O)c1ccc([N+](=O)[O-])cc1Cl	0	5	5	6	8	0	2	-1	-2.1
56	C/C(CC(=O)NCc1ccco1)=N\NC(=O)Cc1ccc(Cl)cc1	-1	-3	6	14	2	2	-1	0	0.8
57	CN(C)S(=O)(=O)c1ccc(S(=O)(=O)NCc2cccs2)cc1	0	4	9	2	1	2	-2	-6	0.2
58	Cn1cccc1/C=C1/SC(=S)N(CC(=O)O)C1=O	7	-2	2	-128	-71	-105	4	89*	37
59	COc1cc(C(=O)NCC(=O)NCCN2C(=O)S/C(=C\c3ccccc3Cl)C2=O)cc(OC)c1OC	-2	-4	15	1	3	8	-3	-4	-2.1
60	COc1ccc(C(CC(=O)O)NS(=O)(=O)c2ccc3c(c2)N(C(C)=O)CC(C)O3)cc1 (stereo not drawn)	-3	3	3	-2	6	6	-1	-1	-2.4

Continued, starting with the last 2 of the part before.
nr	Compound	Fam108B counter	PAD4 FP inh	GSTO1 inh	GLD-1 TGE inh	BCLXL inh	MCL1-BIM inh	PME-1 primary	TPT1 inh	MEX-5 binding
59	COc1cc(C(=O)NCC(=O)NCCN2C(=O)S/C(=C\c3ccccc3Cl)C2=O)cc(OC)c1OC	-2	-4	15	1	3	8	-3	-4	-2.1
60	COc1ccc(C(CC(=O)O)NS(=O)(=O)c2ccc3c(c2)N(C(C)=O)CC(C)O3)cc1 (stereo not drawn)	-3	3	3	-2	6	6	-1	-1	-2.4
61	COc1ccc(OCc2cc(C(=O)N(C)C3CCOC3)no2)c(Cl)c1 (stereo not drawn)	2	1	-2	0	5	1	3	0	2.6
62	CCS(=O)(=O)N1N=C(c2ccc(NS(C)(=O)=O)cc2)CC1c1ccccc1 (stereo not drawn)	-3	2	-2	-2	6	-1	-1	7	1.1
63	COc1ccc(C2=NC(CO)(CO)CO2)cc1	0	-2	10	0	-1	7	3	4	0.7
64	O=c1oc(-c2cccc([N+](=O)[O-])c2)nc2ccccc12	7	2	-13	5	2	-8	-2	-3	3.4
65	CCn1cc(C(=O)NCC2CCCO2)c(=O)c2cc(S(=O)(=O)N(C)C3CCCCC3)ccc21 (stereo not drawn)	-2	-8	-8	3	-9	-12	-2	1	-3.0
66	CCOC(=O)C1CCCn2c1nc1sc3c(c1c2=O)CCCC3 (stereo not drawn)	-1	-3	-5	6	4	-1	3	2	2.1
67	Cc1nn(-c2ccc(F)cc2)c(Cl)c1/C=C(\CCC(=O)O)c1nc2ccccc2s1	4	0	-3	8	5	2	7	0	2.0
68	COc1ccccc1-n1cnnc1SCC(=O)c1ccc[nH]1	-1	-1	0	0	-1	-5	-2	-2	1.2
69	O=C(CCOc1ccccc1)Nc1ccccc1[N+](=O)[O-]	1	-4	6	1	3	5	0	-5	2.0
70	CCOC(=O)C1CCN(S(=O)(=O)c2nc3nc(C)cc(C)n3n2)CC1	-2	-5	8	1	2	0	-6	1	1.4
71	O=C1O[C@H]([C@@H](O)CO)C(O)=C1O	1	-2	-3	0	0	0	7	-5	.
72	CCn1c(CNC(=O)c2cccs2)nnc1SCC(=O)Nc1cc(Cl)ccc1C	1	2	-6	-4	-1	-5	-2	1	1.1
73	Cc1c(Cl)cccc1NC(=O)CCCn1nc([N+](=O)[O-])cc1C	0	2	5	2	-1	0	1	2	4.3
74	Brc1ccc(/C=N/Nc2ccc3ccccc3n2)cc1	1	0	3	1	1	-3	5	3	8.7
75	CC1=C(C(=O)OC(C)C)C(c2coc3ccccc3c2=O)C2=C(CCCC2=O)N1 (stereo not drawn)	-7	2	7	3	1	2	-2	7	0.8
76	CCCn1c(C(Cc2ccccc2)NC(=O)COC)nc2ccccc21 (stereo not drawn)	0	0	-3	-4	0	2	1	-2	-3.3
77	CC(=O)c1cccc(OCc2cc(C(=O)N(C)Cc3cnccn3)no2)c1	-2	-1	1	-3	3	0	-1	-2	-0.4

Not all compounds are listed, so the mix of outcomes need not match the whole.
